DRD3 antagonist: antagonists of human D3 dopamine receptor | P35462 | D3R cells, DiscoveRx beta-arrestin luminescence, antagonist mode; hits give low values | max response, negative = inhibition, % | hit rate 2.5% among 360,000; in the data active means max response below about -50%; inconclusive means no clear call, values can overlap the other calls; further: on the % scale 0 is the no-effect control and ±100 the full control effect; mostly tested at two doses, the higher about 12 µM
Target sequence (P35462 whole entry, looked up): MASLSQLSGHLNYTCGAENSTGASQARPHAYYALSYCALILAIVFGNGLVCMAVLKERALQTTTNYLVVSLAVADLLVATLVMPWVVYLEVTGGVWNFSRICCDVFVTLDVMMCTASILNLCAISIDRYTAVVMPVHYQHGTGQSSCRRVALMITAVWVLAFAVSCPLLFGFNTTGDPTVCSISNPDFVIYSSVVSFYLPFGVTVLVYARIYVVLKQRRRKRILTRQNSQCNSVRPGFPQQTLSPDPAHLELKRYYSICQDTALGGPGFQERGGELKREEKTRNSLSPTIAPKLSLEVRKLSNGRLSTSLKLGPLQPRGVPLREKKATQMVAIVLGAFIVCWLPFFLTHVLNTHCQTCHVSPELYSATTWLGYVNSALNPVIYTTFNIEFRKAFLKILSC
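Cells expressing the human receptor were seeded at 1500 cells/well, incubated overnight at 37 degrees C in 5% CO2, then exposed to library compounds with dopamine controls for 90 minutes at 37 degrees C before luminescent detection.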
EPAC2 antag: blocks human EPAC2 exchange factor; EPAC2 GEF exchange of Rap1B-BODIPY-GDP, fluorescence; Q8WZA2; Potency, µM (series often up to 114 µM), for inactives: at the top dose activity, negative = inhibition, most hits filed as inhibitors; hit rate 0.18% among 360,000; further: potency means the concentration at half of the fitted maximal effect; on the % scale 0 is the no-effect control and ±100 the full control effect; nearly all actives have a fitted effect of over 45% in size; many of its hits are not listed in these tables
EPAC2 ag: EPAC2 (human) agonism. EPAC2 activation, biochemical qHTS; response scale: 100% = 6.5 mM cAMP response. Q8WZA2. hit rate 0.079% among 360,000. Potency, µM (top dose mostly 154 µM), for the others: at the top dose activation, hits mostly activators; further: potency means the concentration at half of the fitted maximal effect; nearly all actives have a fitted effect of over 50% in size
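Compounds were added across a concentration range to EPAC2 (100 nM), RAP1B-BODIPY-GDP (250 nM) and GDP (50 uM). After 5 min at room temperature, fluorescence was recorded at 5-min intervals for 30 min.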
MmCpn inh: inhibitors of Methanococcus maripaludis chaperonin (MmCpn); hit rate 0.031% among 330,000; Potency, µM (series often up to 76.9 µM), for inactives: at the top dose activity, negative = inhibition, actives largely listed as inhibitors; purified Mm-Cpn ATPase, ADP Transcreener TR-FRET; further: potency means the concentration at half of the fitted maximal effect; on the % scale 0 is the no-effect control and ±100 the full control effect; nearly all actives have a fitted effect of over 80% in size
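Inhibition of chaperonin ATP hydrolysis is measured as reduced ADP production, detected by competitive TR-FRET in which signal falls with ADP. Final enzyme 25 nM and ATP 10 uM, reacted 30 min at 37°C.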
PTHR1 agonist: activates the human parathyroid hormone receptor PTHR1 | Potency, µM (titrated, usually from 115 µM), inactives show at the highest dose activation, actives largely listed as activators | hit rate 0.075% among 410,000 | AID 743266 | HEK293 GP2 PTHR1 cells, GloSensor cAMP luminescence, 1 h | Q03431; further: potency means the concentration at half of the fitted maximal effect; nearly all actives have a fitted effect of over 55% in size; some results filed as inactive show a strong effect at the top dose; inactives centre near -15; many of its hits are not listed in these tables
Target sequence (Q03431 whole entry, looked up): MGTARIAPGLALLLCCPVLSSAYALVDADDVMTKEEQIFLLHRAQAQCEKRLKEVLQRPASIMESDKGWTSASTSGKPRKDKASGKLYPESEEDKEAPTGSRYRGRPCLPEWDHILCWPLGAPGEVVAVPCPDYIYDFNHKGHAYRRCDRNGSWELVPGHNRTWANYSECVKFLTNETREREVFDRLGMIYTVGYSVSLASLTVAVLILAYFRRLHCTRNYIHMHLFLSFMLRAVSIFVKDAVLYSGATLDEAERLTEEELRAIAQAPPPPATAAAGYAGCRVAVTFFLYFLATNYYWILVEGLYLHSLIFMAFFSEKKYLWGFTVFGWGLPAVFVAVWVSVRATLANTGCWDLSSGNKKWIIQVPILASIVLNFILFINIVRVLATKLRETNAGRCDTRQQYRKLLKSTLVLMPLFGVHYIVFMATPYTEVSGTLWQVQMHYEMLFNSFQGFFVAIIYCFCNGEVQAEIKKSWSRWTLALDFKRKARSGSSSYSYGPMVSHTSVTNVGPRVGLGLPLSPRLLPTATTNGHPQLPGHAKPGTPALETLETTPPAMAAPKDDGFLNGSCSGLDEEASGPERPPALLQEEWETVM
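HEK-293-derived GP2 cells expressing PTHR1 and a GloSensor cAMP reporter, 3,000/well, plated overnight, given luciferin plus IBMX (each 0.5 mM as added) for 1 h at 37 °C, then compound for 1 h at 37 °C. Luminescence was read after 15 min at room temperature.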
CCT modulator: cytosolic chaperonin activity modulation; activity change, % (test concentration not listed), hits read low; hit rate 0.3% among 360,000; purified chaperonin ATPase assay, HTRF ADP detection, 30 min; in the data active means activity change below about -30%; further: on the % scale 0 is the no-effect control and ±100 the full control effect
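Enzyme 40 or 20 nM (batch-dependent) in Tris pH 7.4/KCl/MgCl2/DTT; cpd 76 uM single point; ATP 10 uM; 30 min 37 °C; Transcreener ADP HTRF detection, 30 min RT; ratio 665/615.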
DRD3 agonist: activates the human D3 dopamine receptor. P35462. D3R DiscoveRx beta-arrestin cells, luminescence, 90 min. max activation, %. hit rate 0.58% among 410,000. AID 652048; in the data active means max activation above about 30%; further: 0% is about no effect; mostly tested at two doses, the higher about 12 µM
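Cells at 1500/well, incubated overnight, then treated with pinned compounds (dopamine as control) for 90 min at 37 degrees C. DiscoveRx reagent added for 30 - 60 minutes at room temperature; luminescence read.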
pAkt inh: blocks phosphorylation of Akt; Neuro2A IGF-stimulated pAkt S473 HTRF, 20 min; hits give low values; activity change, % for hits at 50 µM; hit rate 0.32% among 360,000; AID 651550; in the data active means activity change below about -80%; inconclusive means mostly about -51% to -80%; further: on the % scale 0 is the no-effect control and ±100 the full control effect
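Single-point screen (50 µM final compound) in Neuro2A cells stimulated 20 min with 6 nM IGF at 37 deg C. After lysis, Ser473-phosphorylated Akt read by HTRF (ex 330 nm, em 615/665 nm) as the 665/615 ratio.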
An asterisk follows results filed as active; i = inactive; ? = inconclusive; · = not tested or not shown; [ ] = another dose, or the depositor's remark. Unless noted, the call rests on the fitted dose curve; in most records, active means well fitted curve in the direction sought with a large enough effect; inconclusive means small, poorly fitted or top-dose-only effect, or another doubt; inactive means no such curve, though single readings can be large; an effect the other way counts as inactive or inconclusive. Only part of the results is shown, so the mix of outcomes need not match the whole.

SMILES | DRD3 antagonist | EPAC2 antag | EPAC2 ag | MmCpn inh | PTHR1 agonist | CCT modulator | DRD3 agonist | pAkt inh
O=C(NCCc1ccccc1F)N[C@@H](Cc1ccccc1)C(=O)O | -4 | -4% | 18% | 2% | i | 1.2 | -4 | i
Cc1ccc(C(=O)c2c3ccc(N)cc3nn2CCC(N)=O)cc1 | -73* | 15% | 5% | -1% | -1% | -0.3 | -13 | i
Cc1ccc(-c2nn(C)c(=O)c3ccccc23)cc1CNC(=O)CN1CCOCC1 | 3 | 7% | -1%[15.6 µM] | -4% | -15%[57.5 µM] | 0.7 | 0 | ·
O=c1[nH]nc(C(F)(F)F)c2nnn(Cc3ccccc3Cl)c12 | 5 | -24% | 8% | -1% | -3% | -2.0 | 3 | i
Cc1[nH]nc(N=CC2=C(O)CC(c3ccco3)CC2=O)c1-c1ccc(Cl)cc1 (stereo not drawn) | ? | 13% | -11% | -2% | ? | 1.5 | -18 | i
C=CCc1c(O)nc(SCC(=O)c2ccccc2)[nH]c1=O | -6 | -3% | -7% | -1% | i | -1.1 | -2 | i
C=CCN1C(=O)C(C(C)CC)NC1=S (stereo not drawn) | -21 | -18% | -2% | -3% | ? | -0.4 | -2 | i
CCOC(=O)C1=C(CCl)NC(=O)NC1c1ccc2c(c1)OCO2 (stereo not drawn) | 10 | -9% | 1% | -1% | -80%[inhibitor] | 1.4 | -18 | i
CC1CCc2c(sc(NC(=O)c3ccco3)c2C(=O)O)C1 (stereo not drawn) | -17 | -5% | 0% | -2% | -19% | -1.6 | -4 | i
COc1ccc2cc(C(N)=O)c(=Nc3ccccc3)oc2c1 | 1 | -4% | 2% | -1% | 18% | 0.7 | -7 | i
CS(=O)(=O)Nc1nnc(C2CCCC2)s1 | 3 | 8% | 2% | 0% | -4% | -1.7 | 7 | i
[N-]=[N+]=NC1C[C@H](n2ccc(=O)[nH]c2=O)O[C@@H]1CO (stereo partly drawn) | 18 | -10% | 2% | -3% | -14% | 0.2 | 11 | i
O=C1c2ccsc2SCCN1Cc1c(Cl)cccc1Cl | -61* | -4% | 17% | 2% | i | -1.7 | -2 | i
C=CCn1c(SCC(=O)NCCc2ccccc2)nc2c([nH]c3ccccc32)c1=O | 0 | 11% | -1% | -2% | -7% | 2.0 | 5 | i
CCOc1cccc2cc(C(=O)N3CC(C)OC(C)C3)c(=O)oc12 (stereo not drawn) | 12 | 4% | 5% | -1% | i | -5.0 | 7 | i
COc1ccc2nc(Nc3nc4cc5c(cc4s3)OCO5)sc2c1 | 9 | 3% | -2% | 3% | i | 1.8 | 7 | i
CCOC(=O)C1C(=O)C=C(/C=C/c2ccc(N(C)C)cc2)CC1c1ccccc1 (stereo not drawn) | -15 | 100%[activator] | 10% | -1% | -29% | -3.7 | 16 | i
O=C1COc2ccc(C(=O)COC(=O)/C=C/c3ccco3)cc2N1 | -20 | 1% | 6% | 2% | -2% | -0.9 | -2 | i
CC1(C)CC(=O)CC2(C1)NCC(c1ccccc1)c1c2[nH]c2ccccc12 (stereo not drawn) | 5 | -9% | 4% | 1% | -59%[inhibitor] | -2.9 | 5 | i
O=C(Nc1ccc(Oc2ccc(C(=O)O)c(C(=O)O)c2)cc1)c1cccs1 | -1 | 5% | 16% | 1% | -22% | -1.9 | -2 | i

Reprinted from the part before: four compounds, followed by the next part.
SMILES | DRD3 antagonist | EPAC2 antag | EPAC2 ag | MmCpn inh | PTHR1 agonist | CCT modulator | DRD3 agonist | pAkt inh
CCOC(=O)C1C(=O)C=C(/C=C/c2ccc(N(C)C)cc2)CC1c1ccccc1 (stereo not drawn) | -15 | 100%[activator] | 10% | -1% | -29% | -3.7 | 16 | i
O=C1COc2ccc(C(=O)COC(=O)/C=C/c3ccco3)cc2N1 | -20 | 1% | 6% | 2% | -2% | -0.9 | -2 | i
CC1(C)CC(=O)CC2(C1)NCC(c1ccccc1)c1c2[nH]c2ccccc12 (stereo not drawn) | 5 | -9% | 4% | 1% | -59%[inhibitor] | -2.9 | 5 | i
O=C(Nc1ccc(Oc2ccc(C(=O)O)c(C(=O)O)c2)cc1)c1cccs1 | -1 | 5% | 16% | 1% | -22% | -1.9 | -2 | i
Cc1ccc(N2C(=O)C(CN3CCCCC3)C2c2ccccc2)cc1 (stereo not drawn) | 0 | 2% | 14% | -2% | 1% | -0.1 | -39 | i
N/C(=N\OC(=O)Nc1ccc(Cl)c(Cl)c1)c1ncc(C(F)(F)F)cc1Cl | -2 | -8%[57.1 µM] | -8% | 0% | i | 1.0 | 1 | i
COc1ccc(N/N=C/c2c(C(=O)O)ccc3ccccc23)cc1 | -8 | -4% | 6% | -1% | -79%[inhibitor] | -0.8 | -1 | i
CCCCCN(C(=O)CCC(=O)OCC(=O)NCc1ccc(OC)cc1)c1c(N)n(CCCC)c(=O)[nH]c1=O | 5 | -1% | -6% | 0% | i | -2.0 | 4 | i
CCCC(=O)NC(NC1CCS(=O)(=O)C1)C(Cl)(Cl)Cl (stereo not drawn) | 4 | -2% | 6% | 0% | i | 0.0 | -3 | i
Cc1cc(=O)oc(C)c1C(=O)Nc1ccccc1F | 11 | 1% | -4% | 0% | i | 0.9 | 17 | i
CC1SC(c2cccc(Cl)c2)NC1=O (stereo not drawn) | 6 | 2%[57.1 µM] | 0% | 2% | i | -0.7 | 3 | i
Cc1ccc(NC(=O)c2ccc(CSc3ccccn3)cc2)cc1 | 20 | -2% | 10% | -2% | -1%[57.5 µM] | 0.2 | -4 | i
COc1cc(/C=C(\C#N)C(=O)Nc2ccc3c(c2)OCCO3)ccc1O | 1 | -9% | 2% | 0% | -26% | 0.3 | 3 | i
CC(C(=O)NNS(=O)(=O)c1cccc(C(F)(F)F)c1)n1nnc(N2CCOCC2)n1 (stereo not drawn) | 3 | 5% | 7% | -6% | -23% | 1.4 | 1 | i
CC1C(c2ccccc2)N(C)C(c2ccccc2)C(C)C1(O)C#Cc1ccccc1 (stereo not drawn) | 5 | -6% | -3% | 4% | -34%[inhibitor] | 1.3 | 2 | i
C/C(CC(=O)NCc1ccco1)=N\NC(=O)c1ccc(Cl)cc1Cl | 10 | 8% | 8% | 2% | -13% | -3.5 | -6 | i
CN1CCN(c2ccc(NC(=O)c3ccc(-c4ccc(Cl)cc4)o3)cc2)CC1 | 0 | 1% | 2% | 1% | -15% | 0.7 | -5 | i
O=C(CCCN1C(=O)S/C(=C/C=C/c2ccccc2)C1=O)Nc1ccc(C(=O)O)cc1 | -7 | -2% | 12% | -1% | -22% | -3.5 | 0 | i
CCN1CCc2c(OCC(=O)N3CCC(C)CC3)cccc2C1=O | -9 | 0% | 4% | 0% | i | 0.8 | 9 | i
CN(C)S(=O)(=O)c1ccc(Cl)c(NC(=O)COC(=O)c2cc(-c3ccccc3)nc3ccccc23)c1 | 3 | 6% | 3% | ? | 0% | -1.1 | 36* | i
CCCS(=O)(=O)C(=C(Nc1ccccc1)Nc1ccccc1)S(=O)(=O)CCC | -20 | -7% | 9% | -1% | i | 1.4 | -14 | i
COC(=O)C1=CN(C(C)c2ccccc2)C=C(C(=O)OC)C1c1cc(OC)c(OC)c(OC)c1 (stereo not drawn) | 4 | ? | 9% | 0% | i | -0.9 | -6 | i
O=C1Cc2ccccc2C(=O)N1c1ccc(F)cc1Cl | 0 | 18% | 5% | 0% | -2% | -1.2 | 7 | i
COc1ccc(C)cc1Nc1n[n+](-c2ccccc2)c(-c2cc(OC)c(OC)cc2Br)s1 | 0 | -4% | 3% | -5% | i | -1.9 | -40 | i
Clc1cc(-c2ccccc2)nc(-c2ccccc2)n1 | ? | 15% | 10% | · | i | 0.0 | -19 | i
Cc1ccc(NC(=O)C(=O)NNC(=O)c2ccccc2C)cc1Cl | 11 | 13% | 0% | 0% | i | -0.6 | 5 | i
O=C(Nc1cccc2ccccc12)c1ccc2sc([C@@H]3O[C@H](CO)[C@H](O)[C@H](O)[C@H]3O)nc2c1 | -10 | 13% | 2% | · | -1% | 0.0 | 1 | i
CC(C)CN1C(=O)c2ccc(C(=O)Nc3nccs3)cc2C1=O | 16 | -22%[57.1 µM] | -7% | 1% | -16%[57.5 µM] | -0.4 | -1 | i
COCCN(C(=O)CSc1nnc(C)n1-c1ccccc1)c1c(N)n(Cc2ccccc2)c(=O)[nH]c1=O | ? | 11% | 0% | 2% | i | -0.8 | -4 | i
C#Cc1cccc(-n2nnc(C(C)=O)c2C)c1 | 1 | -4% | 12% | 7% | i | -6.5 | -2 | i
O=[N+]([O-])c1ccc(/C=N/N2CCCCC2)cc1 | -3 | -7% | 9% | 0% | -4% | -1.5 | -2 | i
C=CCOc1ccc(/C=C(\C#N)C(=O)Nc2ccccn2)cc1OC | -7 | 9% | 7% | 0% | -4% | -0.8 | -3 | i
O=C(O)CC/C(=C\c1ccc(N2CCCC2)c([N+](=O)[O-])c1)c1nc2ccccc2s1 | -7 | 19% | -5% | -3% | -24% | 0.4 | 8 | i
CCN(C(=O)COC(=O)c1ccccc1NCCO)C1CCS(=O)(=O)C1 (stereo not drawn) | -23 | 1% | 9% | -3% | -2% | -2.2 | 5 | i
COc1cccc(NC(=O)N(C)C[C@@H]2OCc3cnnn3CCCC(=O)N([C@H](C)CO)C[C@@H]2C)c1 | 2 | 8% | 5% | · | -14% | 1.2 | 5 | i
O=C1OC(C(=O)NCc2ccccc2)Cc2ccccc21 (stereo not drawn) | 4 | 12% | 9% | -3% | -18% | -0.9 | -1 | i
CC(C)=CCNc1ncnc2c1c(C#N)cn2C1OC(CO)C(O)C1O (stereo not drawn) | 11 | 4% | -1% | · | i | 1.0 | 3 | i
Cc1ccn(CC(=O)N2CCCC(N3CCN(c4cccc(Cl)c4)CC3)C2)n1 (stereo not drawn) | -2 | -2% | 4% | -5% | -9% | 0.8 | 3 | i
Cn1nc(-c2ccc(OCC(=O)Nc3cccnc3)cc2)c2ccccc2c1=O | 29 | 1% | 8% | -1% | -5%[57.5 µM] | 0.9 | 2 | i
CC(C)(C)OC(=O)[C@H](Cc1ccccc1)NC(=O)c1nc[nH]c1C(=O)N[C@@H](CCCCN)C(=O)OC(C)(C)C | 20 | -7% | 2% | -7% | -7% | 1.9 | -1 | i
O=C(Oc1cc(Cl)cc(Cl)c1)c1cnc2n(c1=O)CCS2 | 0 | 4% | 5% | 2% | -5% | -0.5 | -5 | i
